TDP43 rescue – inhibitors of TDP-43 toxicity in yeast | 410,000 tested, 1.8% active | Potency, µM (top dose mostly 46.1 µM), for inactives: top-dose growth rescue (activation), most hits filed as activators | AID 652104 | TDP-43 expressing yeast growth rescue, BacTiter-Glo, 24 h; further: potency means the concentration at half of the fitted maximal effect; % of control where 0% means no effect; nearly all actives have a fitted effect of over 50% in size
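Yeast expressing TDP-43 (pregrown in raffinose, seeded at OD600=0.02 in galactose medium) exposed to compounds 24 hr at 30 deg C. Growth read by BacTiter-Glo luminescence; rescue of toxicity appears as increased signal.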
aSyn yeast inh – inhibitors of alpha-synuclein toxicity in yeast; AID 652106; 370,000 tested, 0.14% active; Potency, µM (series often up to 46.1 µM), inactives show at the top dose growth rescue (activation), hits mostly activators; Yeast expressing alpha-synuclein, growth rescue, BacTiter-Glo, 24 h; further: potency means the concentration at half of the fitted maximal effect; % of control where 0% means no effect; nearly all actives have a fitted effect of over 65% in size
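Screening used galactose-induced yeast with toxic alpha-synuclein levels, exposed to compound for 24 hr at 30 deg C. Cell growth, read with BacTiter-Glo luminescence, gave the measured signal.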
Mm-Cpn inhibitor – inhibitors of Methanococcus maripaludis chaperonin (MmCpn) | 330,000 tested, 0.031% active | Potency, µM (highest dose often 76.9 µM), for the others: top-dose activity, negative = inhibition, actives largely listed as inhibitors | purified Mm-Cpn ATPase, ADP Transcreener TR-FRET; further: potency means the concentration at half of the fitted maximal effect; on the % scale 0 is the no-effect control and ±100 the full control effect; nearly all actives have a fitted effect of over 80% in size
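Purified archaeal chaperonin (25 nM final) was preincubated with compound for 10 min at 37°C, then ATP (10 uM final) was added for 30 min at 37°C in Tris pH 7.4/KCl/MgCl2/DTT buffer. ADP was quantified by HTRF Transcreener TR-FRET.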
Abeta yeast res – restores growth of yeast expressing A-beta42 peptide; yeast expressing A-beta42, growth rescue, OD600, 48 h; response scale: 0% DMSO, 100% iron-clioquinol control; 410,000 tested, 0.063% active; Potency, µM (top dose mostly 46.1 µM), for the others: at the top dose growth rescue, actives largely listed as activators; AID 1347071; further: potency means the concentration at half of the fitted maximal effect; nearly all actives have a fitted effect of over 55% in size
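Yeast A-beta toxicity model in growth medium with pinned compounds, 48 h at 30 C; growth read as absorbance at 600 nm. Normalized to FeCl3/clioquinol equimolar mix (positive) and DMSO (negative).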
pAkt inh – Akt phosphorylation inhibition; 360,000 tested, 0.32% active; activity change, % for hits at 50 µM; Neuro2A IGF-stimulated pAkt S473 HTRF, 20 min; stronger effect = lower value; in the data active means activity change below about -80%; inconclusive means mostly about -51% to -80%; further: on the % scale 0 is the no-effect control and ±100 the full control effect
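Single-point screen (50 µM final compound) in Neuro2A cells stimulated 20 min with 6 nM IGF at 37 deg C. After lysis, Ser473-phosphorylated Akt read by HTRF (ex 330 nm, em 615/665 nm) as the 665/615 ratio.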
FUS suppressor – rescues growth of FUS-expressing yeast | S. cerevisiae FUS-expressing, growth rescue, OD600, 24 h | Potency, µM (titrated, usually from 76.6 µM), for the others: at the top dose growth rescue (activation), usual class: activators | 390,000 tested, 0.24% active | AID 1347120;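 further: potency means the concentration at half of the fitted maximal effect; plate controls were DMSO vehicle for no effect and reference control for full effect; nearly all actives have a fitted effect of over 55% in size; some results filed as inactive show a strong effect at the top dose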
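Compound concentration series was pinned onto galactose-induced FUS-expressing yeast seeded at OD 0.005. Plates sat 24hr at 30C; absorbance at 600 nm gave growth. DMSO served as background control.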
GLP1R cytotox – cytotoxic in the GLP-1 receptor inverse agonist counter-screen. HEK293 cAMP-luciferase reporter cells, luminescence, 24 h. Potency, µM (highest dose often 38.3 µM), for the others: at the top dose activity change, negative = inhibition, usual class: inhibitors. 410,000 tested, 0.13% active;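 further: loss of luciferase light is scored as toxicity; potency means the concentration at half of the fitted maximal effect; on the % scale 0 is the no-effect control and ±100 the full control effect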
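A 23 nL compound transfer followed 12 hours of cell culture at 37 deg C; exposure then lasted 24 hr. Luciferase assay detection reagent was dispensed and plates read for luminescence after a 12 min room-temperature wait.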
GLP1R inv ag – acts as inverse agonist at human GLP-1 receptor | HEK293 GLP-1R CRE-luciferase, luminescence, 24 h; GLP-1R form is constitutively active | Potency, µM (series often up to 38.3 µM), for the others: at the top dose activity change, negative = inhibition, actives largely listed as inhibitors | 410,000 tested, 1.6% active; further: potency means the concentration at half of the fitted maximal effect; on the % scale 0 is the no-effect control and ±100 the full control effect; nearly all actives have a fitted effect of over 55% in size
Target sequence (P43220 whole entry, looked up): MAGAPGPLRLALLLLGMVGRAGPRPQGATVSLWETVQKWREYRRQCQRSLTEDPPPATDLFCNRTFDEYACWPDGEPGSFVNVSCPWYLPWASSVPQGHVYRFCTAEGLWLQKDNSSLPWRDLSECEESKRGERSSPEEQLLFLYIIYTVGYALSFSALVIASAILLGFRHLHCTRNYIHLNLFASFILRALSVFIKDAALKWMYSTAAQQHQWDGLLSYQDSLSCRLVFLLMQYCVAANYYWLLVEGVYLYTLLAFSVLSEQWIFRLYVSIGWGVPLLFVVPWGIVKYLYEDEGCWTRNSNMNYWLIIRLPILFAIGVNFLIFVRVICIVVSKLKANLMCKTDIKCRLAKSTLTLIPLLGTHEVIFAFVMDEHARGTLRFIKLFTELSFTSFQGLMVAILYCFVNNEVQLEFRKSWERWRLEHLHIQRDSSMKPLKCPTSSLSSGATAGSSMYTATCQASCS
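Readout was luciferase luminescence, measured 12 min after detection reagent at room temperature. Beforehand, GLP-1R reporter HEK293 cells had sat 12 h, then received compounds for 24 hr at 37 deg C.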
PTHR1 agonist – agonists of human PTHR1 parathyroid hormone receptor; HEK293 GP2 PTHR1 cells, GloSensor cAMP luminescence, 1 h; Potency, µM (titrated, usually from 115 µM), without a hit: top-dose activation, most hits filed as activators; 410,000 tested, 0.075% active; AID 743266; further: potency means the concentration at half of the fitted maximal effect; nearly all actives have a fitted effect of over 55% in size; some results filed as inactive show a strong effect at the top dose; inactives centre near -15; many of its hits are not listed in these tables
Target sequence (Q03431 whole entry, looked up): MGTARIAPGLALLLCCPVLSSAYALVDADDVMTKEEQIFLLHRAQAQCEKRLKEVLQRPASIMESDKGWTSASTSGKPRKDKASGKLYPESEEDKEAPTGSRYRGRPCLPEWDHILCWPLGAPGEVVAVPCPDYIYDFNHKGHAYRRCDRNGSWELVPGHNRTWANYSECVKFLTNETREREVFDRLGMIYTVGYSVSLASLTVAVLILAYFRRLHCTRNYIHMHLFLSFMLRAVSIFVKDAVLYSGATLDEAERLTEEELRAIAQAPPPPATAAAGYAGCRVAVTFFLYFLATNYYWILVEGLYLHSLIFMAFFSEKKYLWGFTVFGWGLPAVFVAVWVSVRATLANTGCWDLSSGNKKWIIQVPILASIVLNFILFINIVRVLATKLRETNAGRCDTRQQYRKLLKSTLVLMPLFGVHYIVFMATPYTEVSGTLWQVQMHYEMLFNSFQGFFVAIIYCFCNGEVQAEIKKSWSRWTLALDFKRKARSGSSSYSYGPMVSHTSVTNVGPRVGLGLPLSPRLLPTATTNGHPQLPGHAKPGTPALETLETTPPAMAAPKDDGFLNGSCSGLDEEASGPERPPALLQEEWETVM
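HEK-293-derived GP2 cells expressing PTHR1 and a GloSensor cAMP reporter, 3,000/well, plated overnight, given luciferin plus IBMX (each 0.5 mM as added) for 1 h at 37 °C, then compound for 1 h at 37 °C. Luminescence was read after 15 min at room temperature.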
Starred values were filed as active, the others as inactive; i = inactive; ? = inconclusive; . = not tested or not shown; & = joins results of further samples; [ ] = another dose, or the depositor's remark. Unless noted, the call rests on the fitted dose curve; in most records, active means well fitted curve in the direction sought with a large enough effect; inconclusive means small, poorly fitted or top-dose-only effect, or another doubt; inactive means no such curve, though single readings can be large; an effect the other way counts as inactive or inconclusive. A portion of the library; the hit share may differ from the screen's.

1. Cc1ccc2nsnc2c1S(=O)(=O)NCc1ccc2c(c1)OCO2
2. Cc1ccc(C)c(OCCC(=O)OCc2csc(CC(=O)Nc3ccccc3C)n2)c1
3. CCc1ccc2oc(C(=O)Nc3nonc3CC)c(C)c2c1
4. COc1ccc(NC(=O)NC2CCCCC2C)cc1 (configuration not stated)
5. Cc1cc(NC(=O)CSc2nnc(-c3ccccc3C)n2C)no1
6. Cc1cc(F)ccc1NC(=O)c1cccnc1
7. CCS(=O)(=O)Nc1cc(OC)c(OC)cc1Cc1nccc2cc(OC)c(OC)cc12
8. CCNC(=O)c1ccc(-n2nc(C)cc2-c2ccccc2)cc1

Screen / compound no.,1,2,3,4,5,6,7,8
TDP43 rescue,54%,9%,8%&27%,1%,7%,13%,-27%,25%
aSyn yeast inh,1%,0%,0%,-2%,4%,-7%,-1%,13%
Mm-Cpn inhibitor,-1%,-3%,-8%,2%,1%,-1%,1%[15.4 µM],-1%
Abeta yeast res,25%,19%,11%,-2%,-1%,4%,-18%,-2%
pAkt inh,i,i,i,i,i,i,i,i
FUS suppressor,8%,3%,-10%&-11%,-21%,.,-26%,17%,-7%
GLP1R cytotox,3%,8%,-19%&7%,-25%,5%,-6%,5%,3%
GLP1R inv ag,2%,-29%,9%&5%,-17%,16%,0%,105%[activator],0%
PTHR1 agonist,-10%,-31%[inhibitor],-2%,i,i,i,i,-4%

9. O=C(Nc1ccc(S(=O)(=O)NC2=NCCCCC2)cc1)c1cccc(S(=O)(=O)N2CCOCC2)c1
10. CN(C)CCNC(=O)c1ccc2c(=O)n3c(nc2c1)CCCCC3
11. COc1cccc(C(=O)Nc2c3c(nn2-c2ccc(Cl)cc2)CS(=O)(=O)C3)c1OC
12. Cc1ccc(S(=O)(=O)N2CCC(C(=O)NCCCN3CCOCC3)CC2)cc1
13. O=C(NCc1ccco1)c1ccccc1SCC(=O)N1CCCC1
14. Cc1cccc(NC(c2cccc(Cl)c2)c2ccc3cccnc3c2O)n1 (configuration not stated)
15. COc1ccc(S(=O)(=O)CC(=O)c2cc(C)c(O)c(C)c2)cc1
16. CCCn1c(SCC(=O)Nc2cccc(F)c2)nc(O)cc1=O

Screen / compound no.,9,10,11,12,13,14,15,16
TDP43 rescue,1%,-19%,-19%,16%,11%,-47%[inhibitor],-3%,16%
aSyn yeast inh,8%,.,3%,-6%,-9%,.,-1%,-7%
Mm-Cpn inhibitor,3%,.,3%,-2%,1%,.,0%,-26%
Abeta yeast res,6%,-11%,-12%,3%,-10%,-76%[inhibitor],-3%,-1%
pAkt inh,i,.,i,i,i,.,i,i
FUS suppressor,28%,-23%,36%,8%,4%,22%,-17%,.
GLP1R cytotox,-1%,-28%,2%,14%,5%,5%,2%,-20%
GLP1R inv ag,3%,19%,57%[activator],-6%,12%,?,-8%,2%
PTHR1 agonist,i,-19%,-10%,i,0%,10%,-14%,-18%

17. Cc1cccc(C)c1OC(=O)CSc1nnc(-c2ccc3c(c2)OCO3)o1
18. CCCn1c2ccc(F)cc2c2nnc(SCCN3CCOCC3)nc21
19. CCOCCCn1c(SCC(=O)Nc2ccccc2OC)nc2ccccc2c1=O
20. CCCCN(C(=O)c1cc(S(=O)(=O)N2CCCCC2)ccc1Cl)c1c(N)n(CC(C)C)c(=O)[nH]c1=O
21. O=C1CN2CCC1C/C2=C\c1ccnc2c(Cl)cccc12 (configuration not stated)
22. Cc1csc(NC(=O)C2CCCCC2C(=O)O)n1 (configuration not stated)
23. C#CCOCCOCCOCCNc1nc(N2CCN(C(=O)[C@H](CCCCN)n3cc(CN)nn3)CC2)nc(N2CCN(C(=O)[C@H](CCC(=O)O)n3cc([C@@H](N)CCCCN)nn3)CC2)n1
24. CCCS(=O)(=O)N1CCN=C1SCc1cccc(C)c1

Screen / compound no.,17,18,19,20,21,22,23,24
TDP43 rescue,12%,-13%,26%,15%,12%,-1%,0%,-13%[0.397 µM]
aSyn yeast inh,.,-1%,22%,19%,0%,-4%,3%,7%
Mm-Cpn inhibitor,.,0%,-1%,.,2%,1%,1%,2%
Abeta yeast res,-11%,-5%,23%,5%,-12%,11%,-8%,16%
pAkt inh,.,i,i,i,i,i,i,i
FUS suppressor,-18%,10%,38%,.,-18%,-6%,-8%,0%
GLP1R cytotox,-12%,3%,-16%,-4%,-1%,-2%,21%,-2%
GLP1R inv ag,8%,217%[activator],?,-20%,1%,6%,13%,17%
PTHR1 agonist,-10%,i,-24%,i,-22%,i,i,i

Looked up by compound from above (two):
5. Cc1cc(NC(=O)CSc2nnc(-c3ccccc3C)n2C)no1
21. O=C1CN2CCC1C/C2=C\c1ccnc2c(Cl)cccc12 (configuration not stated)

Screen / compound no.,5,21
TDP43 rescue,7%,12%
aSyn yeast inh,4%,0%
Mm-Cpn inhibitor,1%,2%
Abeta yeast res,-1%,-12%
pAkt inh,i,i
FUS suppressor,.,-18%
GLP1R cytotox,5%,-1%
GLP1R inv ag,16%,1%
PTHR1 agonist,i,-22%

Next entries.
25. O=C(/C=C/c1ccc2c(c1)OCO2)NCc1cn2cc(Cl)ccc2n1
26. Cc1ccc(S(=O)(=O)Cn2nnnc2C(C(C)C)N2CCN(c3nc4ccccc4s3)CC2)cc1 (configuration not stated)
27. O=C(Nc1ccccc1C(F)(F)F)c1ccc(CN2CCC(Cc3ccccc3)CC2)cc1
28. Cc1c(NCc2ccncc2)cccc1C(=O)O
29. COCc1ccc(C(=O)N2CCCC(N(C)CCc3ccc(OC)c(OC)c3)C2)s1 (configuration not stated)
30. O=C1c2cccc3c(N4CCCCC4)ccc(c23)C(=O)N1c1ccccc1O
31. CCOC(=O)C1CCN(C(=O)c2ccc(N(C)S(=O)(=O)c3ccc(OC)cc3)cc2)CC1
32. CCNC(=O)C(Sc1ccccc1)c1ccccc1 (configuration not stated)

Screen / compound no.,25,26,27,28,29,30,31,32
TDP43 rescue,1%,-5%,-21%,-19%,1%,11%,-17%,?
aSyn yeast inh,-5%,-8%,-2%,-2%,-2%,-3%,15%,-6%
Mm-Cpn inhibitor,-1%,-1%,0%,2%,2%,-1%,2%,1%
Abeta yeast res,1%,11%,6%,-4%,1%,-13%,2%,10%
pAkt inh,i,i,i,i,i,i,i,i
FUS suppressor,11%,10%,7%,13%,9%,19%,25%,21%
GLP1R cytotox,-1%,-8%,?,-1%,0%,.,-6%,1%
GLP1R inv ag,1%,-6%,8.9µM*,16%,-3%,-17%,13%,0%
PTHR1 agonist,i,i,-10%[57.5 µM],3%,-24%,-16%,i,i

As entered above.
In GLP1R cytotox, entry 31 has -6%
In GLP1R inv ag, entry 32 has 0%

The listing continues.
33. CCCCCC1CC(CC(C)C(=O)Nc2nncs2)C(=O)O1 (configuration not stated)
34. C=C(C)C1Cc2c(C)nn(-c3nc(C)cc(C)n3)c2C1 (configuration not stated)
35. COc1ccc(C(C)(C)C)cc1NC(=O)c1cccc(S(=O)(=O)N2CCN(C(C)=O)CC2)c1
36. COC(=O)c1c(-c2ccc(SC)cc2)sc2ccccc12
37. CCC(=O)N(CCc1ccccc1)Cc1cc2cc3c(cc2[nH]c1=O)OCO3
38. Fc1ccc(NC(=S)N2CCc3ccccc3C2)c(F)c1
39. C#CCNC(=O)C[C@@H]1C[C@@]2(C(=O)OC)CCCCC=C2N(CCC2=CCCCC2)C1=O
40. COc1cccc(CC(NC(C)=O)C(=O)NC2CCN(c3nc(C)cc(C)c3C#N)CC2)c1OC (configuration not stated)

Screen / compound no.,33,34,35,36,37,38,39,40
TDP43 rescue,15%,-2%,-2%,27%,-7%,-11%[0.397 µM],3%,-18%
aSyn yeast inh,2%,-15%,0%,3%,-9%,0%,0%,-4%
Mm-Cpn inhibitor,0%,-2%,3%,?,-1%,1%,.,?
Abeta yeast res,-1%,14%,-1%,-13%,2%,?,0%,-10%
pAkt inh,i,i,i,i,i,i,i,i
FUS suppressor,0%,26%,23%,-6%,6%,7%,28%,36%
GLP1R cytotox,6%[1.53 µM],?,-15%,0%,2%,-4%,2%,0%
GLP1R inv ag,-25%,?,7%,-17%,4%,?,-25%,1%
PTHR1 agonist,-9%,-22%[57.5 µM],-9%,i,i,-18%,i,-1%[57.5 µM]

41. CCCN(CCC)Cc1cc(=O)oc2cc(C)ccc12
42. Cc1ccc(-c2nn3c(C)nnc3s2)cc1NC(=O)c1cccnc1
43. CCc1nnc(SCC(=O)N2CCc3ccccc32)n1CC
44. O=C(Nc1ccccc1)c1cccc(N2CCCS2(=O)=O)c1
45. CC(C)N=C(NS(=O)(=O)c1ccccc1)C(Cl)(Cl)Cl
46. CC(C)(C)OC(=O)N1CCC2(CC1)Oc1ccc(F)cc1C(=O)C21CC(c2cccnc2)=NO1 (configuration not stated)
47. COc1cccc(-n2c(SCC(=O)Nc3sc4c(c3C(N)=O)CCC4)nc3ccccc3c2=O)c1
48. O=C(NC1CCCCC1)c1cc(F)cc2c1OCOC2

Screen / compound no.,41,42,43,44,45,46,47,48
TDP43 rescue,14%,-18%,4%,?,?,-3%,20%,-5%
aSyn yeast inh,-8%,-6%,-2%,.,1%,11%,2%,1%
Mm-Cpn inhibitor,.,-4%,-2%,.,1%,1%,1%,-4%
Abeta yeast res,-8%,3%,-11%,3%,?,12%,?,-10%
pAkt inh,i,i,i,.,i,i,i,i
FUS suppressor,-10%,19%,1%,1%,-19%,39%,19%,9%
GLP1R cytotox,3%,-11%,11%,8%,?,?,-22%,-1%
GLP1R inv ag,3%,75%[activator],9%,6%,4µM*,-22%,0%,2%
PTHR1 agonist,-12%,i,i,-8%,-17%,-15%,i,i
